High-throughput results: PubChem BioAssay, Southern Research Specialized Biocontainment Screening Center
H37Rv inhibition – M. tuberculosis growth inhibition, HTS (AID 449762). M. tuberculosis H37Rv growth inhibition, 7H9 media; higher % means a stronger effect. inhibition, % at 25 µM, or IC50 in µM where a hit was titrated. hit rate 0.59% among 330,000; in the data active means a potency from the dose series; inconclusive means inhibition above about 70% without an active follow-up result;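 further: bacterial growth assessed after seven days of incubation; strong numbers were not always called active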
PhoP GFP inhibition – Inhibition of PhoP regulon, Salmonella typhi GFP reporter cells, confirmation, 4 h (AID 1850) | Salmonella Typhi PhoP-promoter GFP reporter, fluorescence, 4 h; higher % means a stronger effect | inhibition, % at 50 µM; hits with a dose series show IC50 in µM | hit rate 0.33% among 310,000; in the data active means a potency from the dose series; inconclusive means inhibition mostly from about 25% at the one dose, without a potency; inactive means the rest, 99 in 100 with inhibition below about 19%;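 further: 0% = induced wells with vehicle and 100% = uninduced wells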
VEEV TC-83 Vero – inhibitors of VEEV TC-83 cytopathic effect, confirmation, Vero cells (AID 588727). Vero cells, VEEV TC-83 cytopathic effect inhibition; higher % means a stronger effect. inhibition, % at 20 µM, or IC50 in µM where a hit was titrated. hit rate 0.13% among 350,000; in the data active means a potency from the dose series; inconclusive means inhibition mostly from about 14% at the one dose, without a potency; inactive means the rest, 99 in 100 with inhibition below about 12%; further: strong numbers were not always called active
influenza NS1A – H1N1 influenza NS1A inhibitors, functional cell based assay (AID 504329); NS1A functional cell-based assay, percent inhibition; higher % means a stronger effect; inhibition, % at 12.5 µM, or IC50 in µM where a hit was titrated; hit rate 0.3% among 340,000; in the data active means a potency from the dose series; inconclusive means inhibition above about 27% without an active follow-up result; further: strong numbers were not always called active
tuberculosis growth – growth inhibition of non-replicating M. tuberculosis (AID 488890). inhibition, % at 25 µM; hits with a dose series show IC50 in µM. Mycobacterium tuberculosis non-replicating, growth inhibition; higher % means a stronger effect. hit rate 0.39% among 320,000; in the data active means a potency from the dose series; inconclusive means inhibition mostly from about 82% at the one dose, without a potency; inactive means the rest, 99 in 100 with inhibition below about 76%;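 further: plate controls were DMSO cells for no effect and high antibiotic wells for full effect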
VEEV TC-83 Vero 10K pilot screen – recorded beside VEEV TC-83 Vero, whose call it bears; inhibition, %; measured here: 10K pilot screen inhibition
Numbers without * were called inactive; i = inactive; ? = inconclusive; . = not tested or not shown.

SMILES	H37Rv inhibition	PhoP GFP inhibition	VEEV TC-83 Vero	influenza NS1A	tuberculosis growth	others
COc1ccc(-n2c(O)c(C=NCCCn3ccnc3)c(=O)[nH]c2=O)cc1	-10%	1%	0.6%	-2%	.
CC(=O)Nc1ccc(NC(=O)C2CCCN2C(=O)Nc2ccc(F)cc2)cc1 (stereo not given)	0%	-9%	1.1%	-1%	-9%
COc1ccc(NC(=O)n2ncc3cc(Cl)ccc32)cc1OC	-3%	8%	0.9%	-24%	19%
CC(C)Nc1nc(NC(C)C)nc(C(=O)OCCO)n1	0%	5%	0.8%	-5%	.
CC(C)CCN1CCN(CC(c2ccccc2)c2ccccc2)CC1CCO (stereo not given)	-4%	5%	i	-3%	57%
N#Cc1ccc(OCC(=O)OCC(=O)Nc2sccc2C(N)=O)cc1	-3%	.	0.7%	1%	2%
Cc1ccc(NC(=O)Nc2ccc([N+](=O)[O-])cc2)nc1	0%	2%	0.4%	7%	-14%
CCOC(=O)N1CCN(C(=O)CN(c2ccc(OCC)cc2)S(C)(=O)=O)CC1	-7%	6%	0.3%	-1%	-10%
COCCC(=O)N1CCCC(CNS(=O)(=O)c2ccc(OC)cc2)C1 (stereo not given)	-2%	-2%	i	2%	-10%
COc1ccc(C(=O)Nc2ccccc2C(=O)N2CCCCC2C)cc1 (stereo not given)	-5%	-3%	0.2%	-4%	-3%
COc1cc(OC)c(OC)cc1CN1CCc2ccccc2C1	-2%	-6%	1.0%	0%	-8%
CCC(=O)NC(=S)Nc1ccc(NC(=O)c2cccnc2)cc1	-10%	0%	i	-10%	20%
Cc1sc2nc(CSc3ccc([N+](=O)[O-])cc3)[nH]c(=O)c2c1C	8%	-2%	.	.	72%
CCC(=O)Nc1ccc(C(=O)Nc2ccc3c(c2)OCO3)cc1	2%	5%	0.6%	1%	-2%	VEEV TC-83 Vero 10K pilot screen=1.1
Cc1ccc(OCC(=O)NNC(=O)C2CC(=O)N(c3ccc4c(c3)OCCO4)C2)cc1 (stereo not given)	0%	0%	0.2%	-4%	-23%
CCCCOc1ccc(C(=O)NCC(=O)N(C)Cc2nc3ccccc3c(=O)[nH]2)cc1	-7%	.	3.9%	-5%	29%
COc1cc(CNC(=O)CCCCCCC(C)C)ccc1O	94%	5%	i	-8%	3%
O=C(CCSc1nnc2scc(-c3ccccc3)n12)NCc1ccc2c(c1)OCO2	-8%	-1%	1.0%	0%	4%	VEEV TC-83 Vero 10K pilot screen=1.3
CC(Oc1ccc(Cl)cc1Cl)C(=O)Nn1cnnc1 (stereo not given)	-7%	-1%	4.6%	-2%	-7%
Fc1ccccc1OCCCCCN1CCCC1	5%	2%	1.1%	-6%	29%
O=C(CSc1nnnn1-c1ccccc1)N1N=CCC1c1ccccc1 (stereo not given)	-9%	-3%	i	-1%	17%
COc1ccc(S(=O)(=O)NC2CC2)cc1C(=O)N1CCOCC1	-1%	8%	0.6%	-1%	-5%
CCCOc1ccc2c(=O)c(N3C(=O)c4ccccc4C3=O)c(C)oc2c1	-2%	6%	0.9%	0%	7%
CNC(=O)CN1C(=O)c2cccc3cccc1c23	-4%	-12%	0.8%	-20%	-15%
COc1cc(/C=N/OCC(=O)Nc2cc(C)cc(C)c2)ccc1OCc1ccc(Cl)cc1	?	-6%	1.3%	2%	?
COCCCNC(=O)Cc1c(C)c2c(cc(C)c3c(C(C)(C)C)coc32)oc1=O	?	4%	4.2%	-4%	40%
CCCC(C(=O)NCCC(C)C)N(Cc1ccc(F)cc1)C(=O)c1snc(C(N)=O)c1N (stereo not given)	1%	2%	1.9%	-4%	10%
O=c1cc(CSc2ccccn2)nc(N2CCN(c3ccccc3)CC2)[nH]1	7%	-3%	i	-4%	0%
COc1ccc(S(=O)(=O)NCc2cccnc2)cc1NC(=O)c1ccc(C)cc1	-6%	-5%	9.0%	-6%	15%
COc1ccc(CNC(=O)Cc2nn(C)c(=O)c3ccccc23)cc1	-2%	2%	i	-8%	-1%
Cc1ccc(C)c(N2N=C(C(=O)Nc3cccnc3)CCC2=O)c1	2%	.	0.3%	-2%	-13%
O=C(c1ccc2c(=O)n3c(nc2c1)CCC3)N1CCN(S(=O)(=O)c2ccccc2Br)CC1	.	.	7.2%	-17%	.
COc1ccc(NC(=O)CN(C)S(=O)(=O)c2cccc3nsnc23)cc1	3%	-44%	3.4%	-8%	8%
Cc1ccc(OCC(=O)NNC(=O)CCc2ccccc2)c(Br)c1	2%	-13%	i	6%	1%
CCOC(=O)CCC(=O)Nc1ccc(S(=O)(=O)N2CCCCC2)cc1	0%	-16%	i	5%	-11%
Cc1cccc(C(=O)O/N=C/c2c(N3CCOCC3)n(C)c3ccccc23)c1	47%	-8%	.	.	?
CC(=O)c1ccc(OCc2cc(C(=O)N(C)CCN3CCOCC3)no2)cc1	5%	-20%	0.6%	7%	-3%
COc1cc(C2SCC(=O)N2CCc2ccc(OC)c(OC)c2)ccc1O (stereo not given)	5%	6%	1.7%	.	20%
CN(C)/C=N/c1sccc1C(N)=O	-8%	2%	3.6%	12%	-6%
COc1ccc(-c2nn(C)c(=O)c3ccccc23)cc1CNS(C)(=O)=O	2%	-1%	7.4%	-2%	47%
CS(=O)(=O)Nc1ccc(Oc2ncccn2)cc1	-10%	1%	0.7%	-8%	-6%
Oc1ccc(/C=N/NC2=NCCCCC2)c(O)c1	-7%	12%	1.1%	8%	22%
OCCN1CCN(c2ncnc3c2c(-c2ccccc2)cn3-c2ccc(Br)cc2)CC1	?	23%	i	9%	60%
O=C(Cc1ccc(Cl)cc1)NCC(=O)N1CCCCCC1	-6%	-1%	i	-2%	-1%
COc1ccc(-c2cn(-c3ccc(OC)cc3)c(=S)[nH]2)cc1	26%	4%	1.3%	9%	37%
CC(C)(C)C(=O)Cn1c(NCCO)nc2ccccc21	-3%	1%	0.8%	6%	-1%
COc1ccc(-c2sc3cc4c(cc3c2-c2ccc3c(c2)OCCO3)OCO4)cc1	1%	.	i	-11%	-11%
COCCN(C(=S)Nc1c(C)cccc1C)C(C)c1cccnc1 (stereo not given)	0%	-6%	0.5%	-7%	12%
CCOC(=O)C1CCN(C(=O)C(C)Oc2ccc(Br)cc2)CC1 (stereo not given)	2%	4%	4.3%	4%	8%
Cc1sc(NC(=O)C2=COCCO2)nc1-c1ccc(Br)cc1	56%	3%	3.1%	-3%	10%
CCN(Cc1ccccc1)c1ccccc1	.	.	i	-3%	.
COc1ccc(-c2c(C#Cc3ccsc3)c3cc(-c4ccc5c(c4)OCCO5)ccc3n2C)cc1	11%	.	0.3%	10%	-5%
Cc1nccn1CCCNCc1c(C(=O)N2CCCCCCC2)nc2ccc(Cl)cn12	-10%	-16%	i	-3%	40%
CNC(=O)COC(=O)c1cc(F)c(F)cc1Cl	18%	-2%	0.3%	1%	20%
COc1ccc(C(=O)Nn2c(CC(C)C)nc3cc(OC)c(OC)cc3c2=O)c(OC)c1	4%	-3%	0.7%	-3%	7%
CCC(CC)C(=O)Nc1cc(C)c2c(=O)oc3ccccc3c2n1	10%	-4%	8.3%	11%	-17%
N#CCSc1nnc(-c2cnccn2)n1Cc1ccccc1	-2%	-6%	2.1%	4%	6%
Cc1ccc(C(CC(=O)c2ccco2)SCCO)cc1 (stereo not given)	?	4%	8.8%	27%	?
Cc1ccc(S(=O)(=O)NCCOC(=O)Nc2sc(=S)n(C)c2C)cc1	5%	-3%	0.5%	2%	-11%
COC(=O)C1=C(C)Nc2nc3ccccc3n2C1c1cc(OC)c(OC)c(OC)c1 (stereo not given)	5%	3%	6.3%	.	12%

Of the compounds above, these have bromine.
SMILES	H37Rv inhibition	PhoP GFP inhibition	VEEV TC-83 Vero	influenza NS1A	tuberculosis growth	others
O=C(c1ccc2c(=O)n3c(nc2c1)CCC3)N1CCN(S(=O)(=O)c2ccccc2Br)CC1	.	.	7.2%	-17%	.
Cc1ccc(OCC(=O)NNC(=O)CCc2ccccc2)c(Br)c1	2%	-13%	i	6%	1%
OCCN1CCN(c2ncnc3c2c(-c2ccccc2)cn3-c2ccc(Br)cc2)CC1	?	23%	i	9%	60%
CCOC(=O)C1CCN(C(=O)C(C)Oc2ccc(Br)cc2)CC1 (stereo not given)	2%	4%	4.3%	4%	8%
Cc1sc(NC(=O)C2=COCCO2)nc1-c1ccc(Br)cc1	56%	3%	3.1%	-3%	10%

Carrying on:
SMILES	H37Rv inhibition	PhoP GFP inhibition	VEEV TC-83 Vero	influenza NS1A	tuberculosis growth	others
COc1cc(/C=C2\SC(=Nc3ccccc3)NC2=O)cc(Cl)c1O	8%	0%	13%	-6%	13%
CN(CC(=O)Nc1ccc(F)cc1)C(=O)CN1C(=O)c2cccc([N+](=O)[O-])c2C1=O	12%	.	1.8%	-9%	-5%
COc1ccc(Cl)cc1NC(=O)CN1c2ccccc2CC1C (stereo not given)	-3%	1%	1.6%	-1%	7%
Cc1nc(SCc2cccc(F)c2)[nH]c(=O)c1C#N	-6%	-15%	4.6%	3%	19%
COc1ccc2[nH]c3c(c2c1)CCN1C(=O)C(CC(=O)NCc2ccco2)C[C@H](C(=O)N2CCOCC2)[C@@]31CCC1CCCC1 (stereo not given in full)	.	.	i	0%	.
CC(=O)NS(=O)(=O)c1ccc(NC(=O)CC23CC4CC(CC(Br)(C4)C2)C3)cc1	-16%	0%	0.8%	14%	8%
COc1ccc(-c2ccnc3[nH]n(-c4ccccc4)c(=O)c23)cc1	8%	-4%	0.7%	-14%	18%
c1ccc(Cn2cc(CN3CCCCO3)c(-c3ccc4c(c3)OCO4)n2)cc1	15%	-8%	7.5%	-10%	14%
COC(=O)C1=C(C)NC(=O)NC1c1ccc2ccccc2c1 (stereo not given)	5%	-4%	0.1%	-3%	-7%
O=C(NCC(=O)N1CCN(c2ccc(C(F)(F)F)cn2)CC1)c1ccc(Br)o1	36%	.	i	-15%	60%
CC(C)NC(=S)Nc1ccc(S(=O)(=O)Nc2ncccn2)cc1	-4%	-3%	i	18%	21%	VEEV TC-83 Vero 10K pilot screen=0.2
Nc1c(C(=O)OCC(=O)Nc2cccc([N+](=O)[O-])c2)[nH]c(=O)[nH]c1=O	6%	.	0.8%	-4%	-14%
COc1cc(CN2CCN(c3cccc(Cl)c3)CC2)cc(OC)c1OC	3%	-4%	i	8%	16%
Cc1cccc(OCC(O)Cn2c(NCCCOC(C)C)nc3c2c(=O)[nH]c(=O)n3C)c1 (stereo not given)	0%	0%	11%	3%	-9%
COc1cc(/C=C2\CCOC2=O)cc(OC)c1OC	-9%	-6%	0.6%	-9%	-2%
C/C(=N\Nc1ccccn1)c1ccc(Br)s1	51%	4%	2.2%	.	67%
CCCCC/C=N/NC(=O)c1[nH]c2ccc([N+](=O)[O-])cc2c1C	1%	-2%	13%	10%	-2%
COc1cccc(N2CC(NS(=O)(=O)c3ccc4ccccc4c3)CC2=O)c1 (stereo not given)	-1%	4%	2.5%	-12%	8%
CC1(C)OC(=O)C(=C2CCCN2)C(=O)O1	1%	-12%	0.4%	2%	0%
CCOC(=O)c1cc2c(=O)[nH]ccc2nc1C	-2%	-4%	0.4%	-17%	-11%

Two entries drawn at random from those above, as already listed:
SMILES	H37Rv inhibition	PhoP GFP inhibition	VEEV TC-83 Vero	influenza NS1A	tuberculosis growth	others
Cc1nc(SCc2cccc(F)c2)[nH]c(=O)c1C#N	-6%	-15%	4.6%	3%	19%
CC(C)NC(=S)Nc1ccc(S(=O)(=O)Nc2ncccn2)cc1	-4%	-3%	i	18%	21%	VEEV TC-83 Vero 10K pilot screen=0.2

The listing continues:
SMILES	H37Rv inhibition	PhoP GFP inhibition	VEEV TC-83 Vero	influenza NS1A	tuberculosis growth	others
Cc1ccc2nc(Nc3ncc4c(n3)CC(C)(C)CC4=O)nc(C)c2c1	-2%	9%	9.5%	1%	14%
CCOC(=O)c1nc(C)[nH]c1C(=O)OCC	-9%	-11%	2.3%	-2%	-15%
CC(/C=C/c1ccccc1)=N/NC(=O)c1cccc(Br)c1	?	-3%	i	8%	?
N#Cc1c(NC(=O)CSc2nnc(-c3ccccc3)o2)sc2c1CCCC2	4%	-8%	i	19%	12%
CSc1ccccc1OCc1cc(C(=O)NC(C)Cc2cccc(C)n2)no1 (stereo not given)	6%	-4%	8.2%	-1%	2%
Cn1c(NC(=O)c2ccc(F)cc2)c(-c2cccs2)c(=O)c2ccccc21	1%	0%	1.6%	-18%	-9%
COc1ccc(Oc2nc3c(C)cccn3c(=O)c2/C=C(\C#N)C(N)=O)cc1	-1%	4%	0.6%	4%	72%
O=[N+]([O-])c1ccc(Cl)c(/C=N/n2c(-c3ccncc3)n[nH]c2=S)c1	-2%	2%	8.8%	5%	-8%
CCc1cc(C(=O)N(CC)CC(=O)Nc2ccc(OC)cc2)sc1C	-13%	.	0.8%	2%	10%
